# High-throughput results as filed in PubChem BioAssay.
# BRCA1 expr up: increases BRCA1 expression; Potency, µM (highest dose often 46.1 µM), for the others: at the top dose activation, usual class: activators; hit rate 1.1% among 380,000; MCF7-BRCA1-FFLuc reporter, luminescence, 48 h; response scale: scaled: vehicle 0%, 10 µM genistein 100%; note: nearly all actives have a fitted effect of over 80% in size; some results filed as inactive show a strong effect at the top dose
#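 Reporter cells (MCF7, BRCA1 promoter-firefly luciferase) received library compounds across a concentration series for 48 h. End-point luminescence was measured and concentration-effect curves derived after normalization.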
# FLuc modulator: counter-screen for miR-21 project: firefly luciferase inhibitors or activators. P08659. purified FLuc, Km substrates, luminescence inhibition. Potency, µM (titrated, usually from 57.5 µM), without a hit: at the highest dose activity change, negative = inhibition, actives largely listed as inhibitors. hit rate 6.9% among 360,000. AID 588342;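 note: plate controls were vehicle for no effect and reference inhibitor for full effect; nearly all actives have a fitted effect of over 55% in size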
# Target sequence (P08659 whole entry, looked up): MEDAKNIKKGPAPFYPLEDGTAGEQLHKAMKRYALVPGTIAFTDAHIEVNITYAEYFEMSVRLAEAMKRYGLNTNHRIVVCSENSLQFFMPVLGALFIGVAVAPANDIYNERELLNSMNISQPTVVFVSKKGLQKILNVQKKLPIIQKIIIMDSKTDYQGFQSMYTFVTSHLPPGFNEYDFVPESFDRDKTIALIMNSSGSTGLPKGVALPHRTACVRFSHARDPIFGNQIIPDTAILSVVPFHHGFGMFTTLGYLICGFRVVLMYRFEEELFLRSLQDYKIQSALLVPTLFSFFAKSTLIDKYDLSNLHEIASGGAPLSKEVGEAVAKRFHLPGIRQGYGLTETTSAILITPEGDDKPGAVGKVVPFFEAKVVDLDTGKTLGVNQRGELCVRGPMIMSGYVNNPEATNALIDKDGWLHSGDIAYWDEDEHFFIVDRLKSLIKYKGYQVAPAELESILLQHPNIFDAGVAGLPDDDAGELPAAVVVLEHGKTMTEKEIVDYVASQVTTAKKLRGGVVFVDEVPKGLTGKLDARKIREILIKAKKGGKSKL
#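 Purified P. pyralis luciferase (10nM final) with 10uM D-luciferin and 10uM ATP (Km levels) in 50mM Tris acetate pH 7.5, 10mM Mg acetate, 0.01% Tween-20, 0.05% BSA; qHTS 6-point titration, ~60 µM downward; luminescence read.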
# * = called active by the depositor; ? = inconclusive. Calls come from the whole dose curve; as a rule, active = well fitted curve in the direction sought with a large enough effect; inconclusive = small, poorly fitted or top-dose-only effect, or another doubt; inactive = no such curve, though single readings can be large; an effect the other way counts as inactive or inconclusive. Potency is the fitted concentration of half-maximal effect.
SMILES,BRCA1 expr up,FLuc modulator
Cc1ccc(-n2nc3c(=O)n(CCCC(=O)NCCc4ccccc4Cl)nc(C)c3c2C)cc1,-3%,?
Cc1nc(C)c(CCNS(=O)(=O)c2ccc(F)cc2)s1,4%,-5%
CC(C)Cn1c(CN2CCN(c3cccc(Cl)c3)CC2)nc2c1c(=O)[nH]c(=O)n2C,-38%,-1%
O=C(NCCOCCn1c(=O)oc2ccccc21)Nc1ccc(F)cc1F,0%,-1%
O=C(Cn1c(=O)nc(-c2ccccc2F)c2cc(Cl)ccc21)NCCCc1ccccc1,-6%,-3%
CCc1ccc(NC(=O)Cn2c(=O)n(Cc3ccc(C)cc3)c(=O)c3cccnc32)cc1,9%,0%
CCOc1ccc(CC(=O)Nc2c(C(=O)c3ccc(Cl)cc3)oc3ccccc23)cc1OCC,5%,-1%
COc1ccc(NC(=O)c2ccco2)cc1NC(=O)COc1ccc(C)cc1C,6%,-2%
COc1cccc(CNC(=O)CN(c2ccc(C(C)C)cc2)S(=O)(=O)c2c(C)n[nH]c2C)c1,-36%,-2%
O=C(Cn1c(=O)n(CCCS(=O)(=O)C2CCCCC2)c(=O)c2ccccc21)Nc1ccc(F)c(Cl)c1,-21%,-1%
COC(=O)c1ccc2c(c1)N(CC(=O)Nc1ccc(C)cc1Cl)C(=O)c1ccccc1S2,5%,1%
Cc1ccc(OCCSc2nc3ccccc3n2CC(=O)N2CCOCC2)cc1,0%,-10%
Cc1ccc(OCC(=O)NCC(=O)OCc2cc(=O)n3nc(CC(C)C)sc3n2)cc1,11%,0%
Cc1ccc(CN2CCC(CNC(=O)Nc3ccc(Cl)cc3)C2)cc1 (configuration not stated),-16%,-1%
COc1ccc(CSc2nc3ccncc3n2CC(=O)Nc2cc(C)cc(C)c2)cc1,?,2.4µM*
Cc1cccc(CSc2nnc(CCCCCN)o2)c1,-27%,-5%
COC(=O)C1=C(c2ccccc2)c2ccccc2S(=O)(=O)N1CC(=O)Nc1ccccc1C(F)(F)F,-3%,-2%
COCCCNC(=O)c1c(C)nn(-c2ccc(F)cc2)c1-n1cccc1,-7%,4%
CC1CCCCN1C(=O)Cn1c(=O)n(-c2ccc(Cl)cc2)c(=O)c2c3c(sc21)CCC3 (configuration not stated),0%,-10%
COc1cccc(N2C(=O)N(Cc3ccc(C#N)cc3)c3ccccc3S2(=O)=O)c1,0%,-6%
CCC(C)NC(=O)c1ccc2c(=O)n3c(nc2c1)CCCCC3 (configuration not stated),17%,-4%
COc1cc(NC(=O)Cn2cc(S(=O)(=O)c3ccccc3)c(=O)c3ccccc32)cc(OC)c1,-27%,5%
Nc1c(C(=O)c2ccc3c(c2)OCO3)sc(Nc2ccccc2F)c1S(=O)(=O)c1ccccc1,14%,-6%
Cc1cccc(C)c1N1CC(c2nc3ccccc3n2CC(=O)OC(C)C)CC1=O (configuration not stated),0%,-1%
Cc1ccc(CNC(=O)C2CCCN(S(=O)(=O)c3ccc4c(c3)oc(=O)n4C)C2)cc1 (configuration not stated),-9%,2%
CCc1ccc(C2CC(=O)N(c3cccc(C(F)(F)F)c3)C3=C2C(=O)OC3)cc1 (configuration not stated),7%,2%
Cc1cccc(NC(=O)COc2cccc3c(=O)n(C)ccc23)c1C,0%,3%
COc1ccc(Cn2c(=O)[nH]c3cc(C(=O)N4CCN(c5cccc(Cl)c5)CC4)ccc3c2=O)cc1,46%,-2%
O=C(Nc1ccccc1F)c1ccc2c(Cl)c3c(nc2c1)CCC3,53%,0.15µM*
CCOC(=O)c1ccc(NC(=O)Cn2nc(SC)c(S(=O)(=O)c3ccc(Cl)cc3)c2N)cc1,-38%,6%
COc1ccc(CCNC(=O)c2cc(S(=O)(=O)N3CCCC(C)C3)cn2C)cc1OC (configuration not stated),-18%,4%
O=C(COc1ccccc1)Nc1c(C(=O)N2CCN(c3ccc(F)cc3)CC2)oc2ccccc12,6%,0%
Cc1ccc(-c2noc(CSc3nnc(C)n3-c3ccc(C)c(C)c3)n2)cc1,-7%,-12%
CCN1CCc2c(sc(NC(=O)c3ccc(S(=O)(=O)N4CCCC(C)C4)cc3)c2C(=O)OC)C1 (configuration not stated),-25%,-1%
CCOC(=O)C1=C(CN(CC)Cc2ccccc2)NC(=O)NC1c1ccc(Cl)cc1 (configuration not stated),-32%,0%
O=c1c2cccnc2n(Cc2ccc(Cl)cc2)c(=O)n1Cc1ccc(F)cc1,0%,6%
CCOCCCNC(=O)c1c(NC(=O)c2nc(SC)ncc2Cl)sc2c1CCCC2,3%,-2%
COc1ccc(CCNC(=O)c2ccc3c(c2)N=C(C)c2ccccc2S3)cc1OC,-11%,-3%
Cc1ccc(CSc2nc3ccc(NC(=O)C(C)C)cc3s2)cc1,0%,?
CC1CCCCN1C(=O)CN1CCSc2ccccc21 (configuration not stated),0%,2%
Cc1ccc(CCNC(=O)c2ccc3c(c2)N(Cc2cccc(C)c2)C(=O)c2ccccc2S3(=O)=O)cc1,2%,-1%
Cc1ccc(-c2c(C(=O)NCCc3ccccc3)oc(=O)c3ccccc23)cc1,0%,-3%
O=C1CC(c2ccc(F)cc2F)c2cc3c(cc2N1)OCO3 (configuration not stated),9%,-7%
COc1ccc(-c2ccc3c(N)c(C(=O)NCc4ccc(C)cc4)sc3n2)cc1,69%,-9%
CC(C)c1ccc(NC(=O)CS(=O)(=O)c2cccc3nsnc23)cc1,23%,-16%
CC(C)CCNC(=O)CN1C(=O)COc2ccc(S(=O)(=O)N3CCOCC3)cc21,0%,0%
Cc1cc(N2CCN(c3cccc(C(F)(F)F)c3)CC2)n2nc(-c3ccccc3)nc2n1,-34%,-1%
COc1ccc(Nc2ncnc3onc(C)c23)cc1Cl,-4%,0%
CCOC(=O)C1CCCN(C(=O)C2CCN(S(=O)(=O)c3c(C)noc3/C=C/c3ccc(C)cc3)CC2)C1 (configuration not stated),0%,-2%
Cc1ccc(S(=O)(=O)N(CC(=O)Nc2ccc(F)cc2F)Cc2ccc(F)cc2)cc1,2%,6%

# Remaining list, next part.
SMILES,BRCA1 expr up,FLuc modulator
CCOC(=O)c1cccc(NC(=O)c2cc3sccc3n2Cc2ccc(Cl)cc2)c1,-8%,-1%
CCOC(=O)C1(C)C=C(Nc2cccc(C)c2)C(=O)N1c1ccccc1 (configuration not stated),23%,-8%
Cc1ccc2occ(-c3cc(-c4ccc(F)cc4)nc4c3COc3ccc(F)cc3-4)c(=O)c2c1,1%,-2%
CC(C)C(=O)OCc1cc(=O)n2nc(C3CC3)sc2n1,11%,7%
CCC(CC)C(=O)Nc1ccc(OCc2cc(=O)n3c4c(sc3n2)CCCC4)cc1,8%,-8%
COc1cc(OC)c(NC(=O)CCc2c(C)nc3cc(-c4ccccc4OC)nn3c2C)cc1Cl,3%,?
COc1ccc(Cn2c(C(=O)O)c(CNCc3ccco3)c3ccc(OC)cc32)cc1,-31%,-9%
Clc1ccc(-n2c(Cc3ccccc3)nnc2SCc2nc(-c3cccs3)no2)cc1,-7%,-3%
CCCOc1ccccc1C1Oc2nc(SC)nnc2-c2ccccc2N1C(C)=O (configuration not stated),-12%,1%
CCOC(=O)c1[nH]c2ccccc2c1NC(=O)c1ccc(C)c(C)c1,10%,-5%

# Grouped by structure: the compounds so far with an NH in an aromatic ring
SMILES,BRCA1 expr up,FLuc modulator
CC(C)Cn1c(CN2CCN(c3cccc(Cl)c3)CC2)nc2c1c(=O)[nH]c(=O)n2C,-38%,-1%
COc1cccc(CNC(=O)CN(c2ccc(C(C)C)cc2)S(=O)(=O)c2c(C)n[nH]c2C)c1,-36%,-2%
COc1ccc(Cn2c(=O)[nH]c3cc(C(=O)N4CCN(c5cccc(Cl)c5)CC4)ccc3c2=O)cc1,46%,-2%
CCOC(=O)c1[nH]c2ccccc2c1NC(=O)c1ccc(C)c(C)c1,10%,-5%

# The results go on:
SMILES,BRCA1 expr up,FLuc modulator
CCC1CCc2nc3sc(C(=O)Nc4cccc(C(F)(F)F)c4)c(N)c3cc2C1 (configuration not stated),0%,-5%
CCCCOC(=O)c1ccc(NC(=O)CC2NCCNC2=O)cc1 (configuration not stated),0%,-11%
Cc1ccc(NC(=O)Cn2c(=O)ccc3cc(S(=O)(=O)N4CCC(C)CC4)ccc32)c(C)c1,6%,-7%
COC(=O)c1ccc(CSc2nc3c([nH]c4ccccc43)c(=O)n2-c2ccc(OC)cc2)o1,6%,-1%
COc1ccc(-c2cc3nc(C)c(CCC(=O)N4CCN(c5ccc(F)cc5)CC4)c(C)n3n2)c(OC)c1,-1%,6%
Cc1nn(S(=O)(=O)c2ccc(Cl)cc2)c(C)c1S(=O)(=O)N1CCCCCC1,1%,-1%
CCN(CC)C(=O)C1=C(C)Nc2nc3ccccc3n2C1c1ccccc1F (configuration not stated),-12%,-2%
Cc1ccc(C(C)C)c(OCC(=O)NCC2(N(C)C)CCCCC2)c1,-9%,0%
CC1CCCN(c2nc3c(-c4ccc(Cl)cc4)nnn3c3ccccc23)C1 (configuration not stated),5%,2%
Cc1ccc(CCNC(=O)c2oc(=O)c3ccccc3c2-c2ccc(C)cc2)cc1,-6%,0%
CCOc1cccc(NC(=O)C2CC(=O)N(CC)C(=Nc3ccc(F)cc3)S2)c1 (configuration not stated),-24%,-2%
COc1ccc(S(=O)(=O)NCCSc2nnnn2-c2ccccc2)cc1OC,-26%,-7%
COc1ccccc1NC(=O)Cn1c(=O)n(-c2ccc(C)cc2)c(=O)c2ccc(C(=O)NCc3ccco3)cc21,6%,-3%
Cc1csc2nc(COc3ccc(NC(=O)C(C)C)cc3)cc(=O)n12,27%,0%
COc1ccc(CCNc2nc(-c3ccc(Cl)cc3)cc(C(F)(F)F)n2)cc1OC,3%,0%
Cc1cc(C)cc(OCCSc2nc3ccc(NC(=O)c4cccs4)cc3s2)c1,0%,-5%
COc1cccc2cc(C(=O)NCCc3c(C)[nH]c4ccc(F)cc34)c(=O)oc12,5%,6%
CCOCCCNC(=O)c1cc(=O)[nH]c2ccc(S(=O)(=O)N3CCCC3)cc12,21%,3%
COc1ccccc1N1CCN(c2ncnc3c2nc2n3CCCC2)CC1,-43%,-3%
CC(C)(C)c1ccccc1NC(=O)c1cnn2c(C(F)F)cc(-c3ccccc3)nc12,9%,-2%

# Given with two lines to a compound: part of the list above
# Results follow in this order: BRCA1 expr up, FLuc modulator
> CCOc1cccc(NC(=O)C2CC(=O)N(CC)C(=Nc3ccc(F)cc3)S2)c1 (configuration not stated)
 : -24%, -2%
> COc1ccc(S(=O)(=O)NCCSc2nnnn2-c2ccccc2)cc1OC
 : -26%, -7%
> COc1ccccc1NC(=O)Cn1c(=O)n(-c2ccc(C)cc2)c(=O)c2ccc(C(=O)NCc3ccco3)cc21
 : 6%, -3%
> Cc1csc2nc(COc3ccc(NC(=O)C(C)C)cc3)cc(=O)n12
 : 27%, 0%
> COc1ccc(CCNc2nc(-c3ccc(Cl)cc3)cc(C(F)(F)F)n2)cc1OC
 : 3%, 0%
> Cc1cc(C)cc(OCCSc2nc3ccc(NC(=O)c4cccs4)cc3s2)c1
 : 0%, -5%

# The main list resumes with the 2 entries that preceded the break.
SMILES,BRCA1 expr up,FLuc modulator
COc1ccccc1N1CCN(c2ncnc3c2nc2n3CCCC2)CC1,-43%,-3%
CC(C)(C)c1ccccc1NC(=O)c1cnn2c(C(F)F)cc(-c3ccccc3)nc12,9%,-2%
Cc1ccccc1Cn1c(=O)n(Cc2ccc(Cl)cc2)c(=O)c2cccnc21,0%,-11%
CCc1ccc(NC(=O)C2CCC(CNS(=O)(=O)c3ccc4c(c3)CC(C)N4C(C)=O)CC2)cc1 (configuration not stated),-13%,-10%
CCN(CC)S(=O)(=O)c1ccc2c(c1)c(=O)c(C(=O)NCc1ccccc1OC)cn2C,-26%,0%
COc1ccc(CCn2c3c(c(=O)[nH]c2=O)C(NC(=O)c2ccccc2OC)(C(F)(F)F)C(=O)N3)cc1OC (configuration not stated),-8%,-16%
COc1ccccc1OCCSc1nc2ccccc2n1CC(=O)N1CCOCC1,0%,-4%
CCOc1ccccc1CNCc1c(C(=O)O)n(Cc2ccc(F)cc2)c2cc(C)ccc12,-7%,2%
CCOC(=O)c1ccc(N2C(=O)c3n[nH]c(-c4ccco4)c3C2c2cccc(O)c2)cc1 (configuration not stated),-78%,-17%
O=C(Nc1c(Cl)cccc1Cl)c1cccc2c1C(=O)N(C1CCCCC1)C2,10%,0%
CCC(=O)N1CCc2cc(Br)cc(S(=O)(=O)N3CCCC(C(=O)Nc4ccc(CC)cc4)C3)c21 (configuration not stated),-12%,-9%
COc1ccc(-c2noc(CSc3nnc(C)n3-c3ccc(F)cc3)n2)cc1,12%,-17%
CC(=O)Nc1cccc(NC(=O)CN2C(=O)CCSc3ccccc32)c1,-7%,-8%
Cc1cccc(CCNc2ncnc3onc(-c4ccc(Cl)cc4)c23)c1,-15%,-11%
CCOC(=O)c1sc2ncn(CC(=O)Nc3ccc(OCC)cc3)c(=O)c2c1C,0%,2%
COC(=O)c1c(SCC(=O)Nc2cccc(C(F)(F)F)c2)[nH]c2ccccc2c1=O,-7%,?
COc1cccc(NC(=O)Cn2c(=O)n(CCCCC(=O)NCc3ccc4c(c3)OCO4)c(=O)c3ccccc32)c1,-11%,3%
CCc1ccc(NC(=O)CN(c2ccc(C)cc2)S(=O)(=O)c2cccs2)cc1,-18%,-11%
CCOc1ccc(OCC(=O)Nc2nnc3n2CCS3)cc1,-11%,4%
COc1ccc2c(C)cc(SCC(=O)Nc3nsc(-c4ccc(C(C)(C)C)cc4)n3)nc2c1,26%,-8%
Clc1ccc(-c2noc3ncnc(N4CCCCC4)c23)cc1,0%,-16%

# This is a subset; rates above refer to the full screens.
